L3MBTL1 inh = inhibitors of human L3MBTL1. Q9Y468. AlphaScreen L3MBTL1–H3K9me1 peptide binding. Potency, µM (top dose mostly 57.1 µM), inactives show at the highest dose activity, negative = inhibition, usual class: inhibitors. actives 0.66% (n = 230,000); also: potency is read from the fitted curve at half-maximal effect; % is scaled to controls: 0 for no effect and ±100 for the full control effect; nearly all actives have a fitted effect of over 60% in size
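Read-out is AlphaScreen signal from streptavidin donor and nickel chelate acceptor beads (10 ug/mL final each) bridging L3MBTL1 (50 nM) and biotinylated K9-monomethylated H3(1-15) peptide (75 nM), after 30 min compound exposure at room temperature.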
NPSR antagonist = antagonists of human neuropeptide S receptor cAMP signaling. CHO-NPSR cells, cAMP TR-FRET, antagonist mode. Potency, µM (series often up to 38.3 µM), inactives show top-dose activity change, negative = inhibition, actives largely listed as inhibitors. actives 1% (n = 220,000). AID 1461; also: potency is read from the fitted curve at half-maximal effect; % is scaled to controls: 0 for no effect and ±100 for the full control effect; nearly all actives have a fitted effect of over 50% in size; many of its hits are not listed in these tables
Target sequence (Q6W5P4 whole entry, looked up): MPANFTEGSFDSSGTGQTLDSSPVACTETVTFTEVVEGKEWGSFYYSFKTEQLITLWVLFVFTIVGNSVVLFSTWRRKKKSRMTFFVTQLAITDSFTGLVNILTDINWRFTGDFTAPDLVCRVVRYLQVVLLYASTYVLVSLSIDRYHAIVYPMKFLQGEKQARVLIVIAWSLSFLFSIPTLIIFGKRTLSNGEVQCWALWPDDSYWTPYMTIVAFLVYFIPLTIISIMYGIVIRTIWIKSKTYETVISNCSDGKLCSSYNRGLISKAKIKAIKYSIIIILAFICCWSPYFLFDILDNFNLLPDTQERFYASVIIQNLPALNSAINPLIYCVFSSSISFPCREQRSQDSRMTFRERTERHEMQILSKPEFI
HttQ103 aggreg = mutant huntingtin aggregation inhibition. PC12 HttQ103-GFP aggregates, Acumen cytometry, 40 h. Potency, µM (titrated, usually from 46.1 µM), inactives show at the top dose activity change, negative = inhibition, most hits filed as inhibitors. actives 1.1% (n = 220,000); also: potency is read from the fitted curve at half-maximal effect; % is scaled to controls: 0 for no effect and ±100 for the full control effect; nearly all actives have a fitted effect of over 60% in size
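Using laser scanning cytometry, GFP-positive aggregates were counted after lysis of PC12 cells induced with 100 nM tebufenozide to express HTT exon 1 Q103–GFP. Compounds were tested in titration.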
IMPase Li cell = membrane-permeable IMPase blocker, potentiated with lithium; CHO-M1 cells, IP1 TR-FRET (IP-One), carbachol + lithium; Potency, µM (highest dose often 59.4 µM), for inactives: at the highest dose activity, negative = IMPase inhibition, hits mostly inhibitors; actives 0.35% (n = 210,000); AID 1457;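 also: IP1 builds up when IMPase is blocked and the TR-FRET signal falls; potency is read from the fitted curve at half-maximal effect; plate controls were basal vehicle for no effect and high inhibitor control for full effect; nearly all actives have a fitted effect of over 50% in size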
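CHO cells stably expressing M1 receptor (2000/well) were cultured 16–30 h, then exposed to compounds with a small lithium addition for 30 min at 37C. IP1 was measured by TR-FRET competition; AC50 from Hill fits.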
Epigenetic reg = regulators of epigenetic silencing causing reporter derepression in mouse cells. Potency, µM (series often up to 53.9 µM), for the others: at the highest dose GFP activation, most hits filed as activators. murine LDR cells, GFP reporter derepression, 30 h. actives 0.2% (n = 280,000); also: potency is read from the fitted curve at half-maximal effect; % of control where 0% means no effect; nearly all actives have a fitted effect of over 60% in size
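In this reporter-derepression format, murine cells bearing a silenced integrated CMV-GFP locus incubate with test compound (30 h, 37 C), then are washed and imaged; fluorescent objects of 20–120 um count as induced cells.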
Luc counter = Kinase-Glo luciferase inhibition (counter-screen); Q27757; Potency, µM (highest dose often 38.3 µM), inactives show at the highest dose activity change, negative = inhibition, hits mostly inhibitors; Kinase-Glo luciferase, ATP luminescence, 8 min; actives 0.28% (n = 200,000); also: potency is read from the fitted curve at half-maximal effect; % is scaled to controls: 0 for no effect and ±100 for the full control effect; nearly all actives have a fitted effect of over 60% in size
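Compound is pinned into ATP-containing buffer (10 uM ATP, imidazole pH 7.2, 7 mM MgCl2). Kinase-Glo luciferase reagent is then added. Light output is recorded following an 8-min room-temperature incubation.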
CBFb RUNX1 block = blocks binding between human CBF-beta and RUNX1; Q01196+Q13951; AlphaScreen CBFb-His/RUNX1-biotin binding, biochemical; Potency, µM (titrated, usually from 59.8 µM), inactives show top-dose activity, negative = inhibition, most hits filed as inhibitors; 230,000 tested, under 10 active; AID 1477; also: % of control where 0% means no effect
Target sequence (Q01196 whole entry, looked up): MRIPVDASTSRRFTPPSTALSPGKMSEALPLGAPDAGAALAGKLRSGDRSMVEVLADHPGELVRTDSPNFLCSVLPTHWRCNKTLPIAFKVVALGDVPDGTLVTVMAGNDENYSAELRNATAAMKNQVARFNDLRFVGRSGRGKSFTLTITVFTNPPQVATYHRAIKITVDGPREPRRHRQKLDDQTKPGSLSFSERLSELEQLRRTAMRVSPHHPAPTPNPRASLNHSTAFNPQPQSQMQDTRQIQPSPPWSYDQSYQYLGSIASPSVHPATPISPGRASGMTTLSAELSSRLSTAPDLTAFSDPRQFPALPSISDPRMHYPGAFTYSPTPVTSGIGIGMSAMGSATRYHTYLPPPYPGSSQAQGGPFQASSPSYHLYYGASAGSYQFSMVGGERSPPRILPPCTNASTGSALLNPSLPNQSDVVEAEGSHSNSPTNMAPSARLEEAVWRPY
Target sequence (Q13951 whole entry, looked up): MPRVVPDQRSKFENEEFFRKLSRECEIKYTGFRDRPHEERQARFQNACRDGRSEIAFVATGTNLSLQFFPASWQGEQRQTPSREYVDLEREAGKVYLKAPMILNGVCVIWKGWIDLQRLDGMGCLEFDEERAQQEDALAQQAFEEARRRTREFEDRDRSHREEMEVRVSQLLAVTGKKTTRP
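AlphaScreen binding: CBFb-His and RUNX1-biotin (30 nM each) preincubated 20 min, compound added for 15 min, then nickel and streptavidin beads for 90 min, all at room temperature. Disruption of the interaction by any mechanism counts as activity.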
Numbers without * were called inactive; [ ] = dose if it differs, or a comment. Calls follow the shape of the dose curve; as a rule, active = well fitted curve in the direction sought with a large enough effect; inconclusive = small, poorly fitted or top-dose-only effect, or another doubt; inactive = no such curve, though single readings can be large; an effect the other way counts as inactive or inconclusive. Only part of the results is shown (hit frequency here may not be typical).

For O=C(NCc1ccco1)C1CCN(c2ccc(S(=O)(=O)N3CCOCC3)cc2[N+](=O)[O-])CC1 the results were L3MBTL1 inh -7%, NPSR antagonist -5%, HttQ103 aggreg -11%, IMPase Li cell 11%, Epigenetic reg 3.0%, Luc counter 0% and CBFb RUNX1 block -10%.
CCN(CC)S(=O)(=O)c1cc(C)ccc1NC(=S)Nc1cccnc1 was read as L3MBTL1 inh 1%, NPSR antagonist -1%, HttQ103 aggreg -5%, IMPase Li cell 0%, Epigenetic reg 3.4%, Luc counter -2% and CBFb RUNX1 block 2%.
c1ccc(C2=Nc3c(ccc4ccccc34)C(c3ccncc3)=NN2)cc1 was read as L3MBTL1 inh -6%, NPSR antagonist -42%, HttQ103 aggreg -8%[9.22 µM], IMPase Li cell 11%, Epigenetic reg -1.5%, Luc counter 2% and CBFb RUNX1 block inconclusive.
For Cc1cc(C(=O)CSc2n[nH]c(N)n2)c(C)n1C1CC1 the results were L3MBTL1 inh -6%, NPSR antagonist -9%[46.1 µM], HttQ103 aggreg -3%, IMPase Li cell -3%[38.3 µM], Epigenetic reg -1.2%, Luc counter -4% and CBFb RUNX1 block -10%.
COc1ccc(-c2cc(C(=O)NN)n(-c3ccccc3)n2)cc1 was read as L3MBTL1 inh -3%, NPSR antagonist -9%[46.1 µM], HttQ103 aggreg inconclusive, IMPase Li cell 7%, Epigenetic reg 0.0%, Luc counter -2% and CBFb RUNX1 block -4%.
`O=C1N=C(N2CCN(c3ccccc3)CC2)S/C1=C/c1ccco1` gave L3MBTL1 inh -2%, NPSR antagonist 18%[7.67 µM], HttQ103 aggreg -9%[9.22 µM], Epigenetic reg -0.4% and CBFb RUNX1 block -16%.
`CCCNC(=O)Nc1cccc(C(=O)OC)c1` gave L3MBTL1 inh 9%, NPSR antagonist -26%, HttQ103 aggreg 17%[9.22 µM], Epigenetic reg 7.9% and CBFb RUNX1 block 2%.
CCOCCOC(NC(=O)c1ccccc1)(C(F)(F)F)C(F)(F)F was read as L3MBTL1 inh 11%, NPSR antagonist -3%[46.1 µM], HttQ103 aggreg -21%, IMPase Li cell 3%, Epigenetic reg 0.0%, Luc counter 2% and CBFb RUNX1 block 10%.
For O=C(Nc1cccnc1)c1cccnc1Cl the results were L3MBTL1 inh 9%, NPSR antagonist -5%[46.1 µM], HttQ103 aggreg -13%, IMPase Li cell -7%, Epigenetic reg 0.0%, Luc counter -1% and CBFb RUNX1 block 12%.
Screening N#C/C(=C\c1cn(CCOc2ccccc2F)c2ccccc12)C(=O)NCc1cccs1 returned L3MBTL1 inh 0%, NPSR antagonist 16%, HttQ103 aggreg -21%, IMPase Li cell -4%, Epigenetic reg 2.8%, Luc counter 0% and CBFb RUNX1 block 4%.
For CC(=O)Nc1nnc(-c2c(-c3ccccc3Cl)noc2C)o1 the results were L3MBTL1 inh -9%, NPSR antagonist -18%, HttQ103 aggreg 8%[9.22 µM], Epigenetic reg -1.4% and CBFb RUNX1 block -4%.
`CCCn1c(C)nc2c(Nc3ccccc3)nc(C)nc21` gave IMPase Li cell -8%, Epigenetic reg 1.1%, Luc counter -3% and CBFb RUNX1 block 4%.
Screening O=C(COc1ccc(/C=N/NC(=O)c2ccccc2)cc1)Nc1ccc([N+](=O)[O-])cc1 returned L3MBTL1 inh 9%, NPSR antagonist -1%[46.1 µM], HttQ103 aggreg 8%, IMPase Li cell -1%[38.3 µM], Epigenetic reg 0.8%, Luc counter 4% and CBFb RUNX1 block 1%.
For COC(=O)/C(=C/c1cn(C)c2ccccc12)[N+](=O)[O-] the results were L3MBTL1 inh 1%, NPSR antagonist -27%[46.1 µM], HttQ103 aggreg -1%, IMPase Li cell 2%, Epigenetic reg 0.9%, Luc counter 2% and CBFb RUNX1 block 19%.
Screening CC/C(=N/Nc1ccccc1)c1cnnc(SC)n1 returned L3MBTL1 inh -4%, NPSR antagonist -16%[46.1 µM], HttQ103 aggreg -15%, IMPase Li cell 4%[38.3 µM], Epigenetic reg -1.4%, Luc counter 0% and CBFb RUNX1 block 0%.
Screening O=C(Cn1c(-c2ccccc2)noc1=O)Nc1ccc(N2CCCCCC2)cc1 returned L3MBTL1 inh inconclusive, NPSR antagonist -26%[46.1 µM], HttQ103 aggreg inconclusive, IMPase Li cell 11%[38.3 µM], Epigenetic reg 1.1%, Luc counter -7% and CBFb RUNX1 block inconclusive.
`O=C(CSCc1ccc(F)cc1)Nc1nc2c(s1)CCCC2` gave L3MBTL1 inh -9%, NPSR antagonist -4%[46.1 µM], HttQ103 aggreg -32%, IMPase Li cell -7%[38.3 µM], Epigenetic reg -1.9%, Luc counter 11% and CBFb RUNX1 block 1%.
For Cc1ccccc1Nc1ccc(S(=O)(=O)N2CCOCC2)cc1[N+](=O)[O-] the results were L3MBTL1 inh inconclusive, NPSR antagonist -22%, HttQ103 aggreg -2%, IMPase Li cell 6%, Epigenetic reg -1.5%, Luc counter -4% and CBFb RUNX1 block -15%.
CCn1cc(C(=O)NC2CCCCC2C)c(=O)c2ccc(C)nc21 (stereo unspecified) was read as NPSR antagonist -16%[46.1 µM], HttQ103 aggreg -22%, IMPase Li cell -6%[38.3 µM], Epigenetic reg 0.0%, Luc counter -3% and CBFb RUNX1 block 0%.
For CCCC1(C(=O)OC)C=C2C(=C(C)C(=O)C2C)CN1 (stereo unspecified) the results were IMPase Li cell -4%, Epigenetic reg 1.6%, Luc counter -7% and CBFb RUNX1 block -30%.
`CCCOC(=O)C1[C@H]2C(=O)N(CCCOC)C[C@]23C=C[C@H]1O3` (stereo partly specified) gave NPSR antagonist -10%[46.1 µM], HttQ103 aggreg -17%, IMPase Li cell 18%[38.3 µM], Epigenetic reg 0.0%, Luc counter 1% and CBFb RUNX1 block 0%.
For O=C(NCC1CCCO1)c1nn2c(c1Cl)NC(c1ccc(F)cc1)CC2C(F)(F)F (stereo unspecified) the results were L3MBTL1 inh 2%, NPSR antagonist -14%[46.1 µM], HttQ103 aggreg -16%, IMPase Li cell -7%[38.3 µM], Epigenetic reg -1.9%, Luc counter 1% and CBFb RUNX1 block -2%.
CCOC(=O)c1ccc(NC(=O)Nc2cc(C)cc(C)n2)cc1 was read as L3MBTL1 inh 3%, NPSR antagonist 8%, HttQ103 aggreg 15%, IMPase Li cell 3%, Epigenetic reg -0.2%, Luc counter 0% and CBFb RUNX1 block 5%.
For O=C(Nc1ccccc1Br)C1CC(=O)N(c2ccc3c4c(cccc24)CC3)C1 (stereo unspecified) the results were L3MBTL1 inh 0%, NPSR antagonist -22%, HttQ103 aggreg 6%, IMPase Li cell 4%, Epigenetic reg 0.0%, Luc counter -2% and CBFb RUNX1 block 17%.
Screening C/C(=N\NC(=O)CSCc1ccc(Cl)cc1)c1ccc(NC(=O)c2ccccc2)cc1 returned NPSR antagonist -8%[46.1 µM], HttQ103 aggreg 10%, IMPase Li cell 20%[38.3 µM], Epigenetic reg 0.0%, Luc counter 17% and CBFb RUNX1 block 0%.
O=C(O)c1cccc(COc2ccc3c(c2)CCC3)c1 was read as L3MBTL1 inh 22µM*, NPSR antagonist 9%, HttQ103 aggreg -17%[9.22 µM], Epigenetic reg 0.1% and CBFb RUNX1 block 2%.
COc1ccc2c(c1)-c1ccccc1S(=O)(=O)N2C was read as L3MBTL1 inh 8%, NPSR antagonist 6%[46.1 µM], HttQ103 aggreg inconclusive, IMPase Li cell 7%[38.3 µM], Epigenetic reg 0.9%, Luc counter -2% and CBFb RUNX1 block 6%.
Screening COc1ccccc1NC(=O)NC1(C(=O)N2CCCCCC2)CCCCC1 returned L3MBTL1 inh -1%, NPSR antagonist -15%[46.1 µM], HttQ103 aggreg -10%, IMPase Li cell 13%, Epigenetic reg 3.5%, Luc counter -1% and CBFb RUNX1 block 6%.
For CCOC(=O)/C(C#N)=C(\O)c1ccc(NC(=O)c2ccc([N+](=O)[O-])cc2)cc1 the results were L3MBTL1 inh -7%, NPSR antagonist -17%, HttQ103 aggreg -4%[9.22 µM], Epigenetic reg 2.1% and CBFb RUNX1 block 8%.
Cc1cc(OCCOCCN(C)CCO)cc(C)c1Cl was read as L3MBTL1 inh 3%, NPSR antagonist 6%[46.1 µM], HttQ103 aggreg -5%, IMPase Li cell -14%[38.3 µM], Epigenetic reg -1.8%, Luc counter 0% and CBFb RUNX1 block 6%.
COC(=O)c1cc2oc(C)cc2n1CC(=O)N(C)c1ccccc1 was read as L3MBTL1 inh -2%, NPSR antagonist inconclusive, HttQ103 aggreg 25%, IMPase Li cell -12%[38.3 µM], Epigenetic reg -0.8%, Luc counter -2% and CBFb RUNX1 block 1%.
For CCOc1cc(C(=O)NC(C)Cc2cccs2)cc(OCC)c1OCC (stereo unspecified) the results were L3MBTL1 inh 9%, NPSR antagonist -2%, HttQ103 aggreg -13%, IMPase Li cell 6%, Epigenetic reg -0.1%, Luc counter 0% and CBFb RUNX1 block 8%.
For CC(C)NC(=O)c1ccc2c(=O)n(C3CCCC3)c(=S)[nH]c2c1 the results were L3MBTL1 inh 6%, NPSR antagonist -7%[46.1 µM], HttQ103 aggreg 21%, IMPase Li cell 0%[38.3 µM], Epigenetic reg -0.9%, Luc counter 1% and CBFb RUNX1 block -1%.
`Cc1nnc(-c2ccco2)c2cn(-c3cccc(Br)c3)nc12` gave L3MBTL1 inh -8%, NPSR antagonist -13%, HttQ103 aggreg inconclusive, IMPase Li cell 6%, Epigenetic reg -1.3%, Luc counter -5% and CBFb RUNX1 block 0%.
Screening CCOC(=O)c1cccc(-n2c(-c3ccc(OC)cc3)nc3nc4ccccc4nc32)c1 returned L3MBTL1 inh 10%, NPSR antagonist -54%, HttQ103 aggreg 0%, IMPase Li cell 19%, Epigenetic reg -1.0%, Luc counter 0% and CBFb RUNX1 block 0%.
`COc1ccc(C(=O)Nn2c(SCC(=O)NCC3CCCO3)nc3ccccc3c2=O)cc1` (stereo unspecified) gave L3MBTL1 inh -4%, NPSR antagonist 5%[46.1 µM], HttQ103 aggreg -9%, IMPase Li cell 11%[38.3 µM], Epigenetic reg 0.8%, Luc counter inconclusive and CBFb RUNX1 block 12%.

3 compounds already listed, arranged by formula weight, rising.
COC(=O)c1cc2oc(C)cc2n1CC(=O)N(C)c1ccccc1 was read as L3MBTL1 inh -2%, NPSR antagonist inconclusive, HttQ103 aggreg 25%, IMPase Li cell -12%[38.3 µM], Epigenetic reg -0.8%, Luc counter -2% and CBFb RUNX1 block 1%.
Screening CCOC(=O)c1cccc(-n2c(-c3ccc(OC)cc3)nc3nc4ccccc4nc32)c1 returned L3MBTL1 inh 10%, NPSR antagonist -54%, HttQ103 aggreg 0%, IMPase Li cell 19%, Epigenetic reg -1.0%, Luc counter 0% and CBFb RUNX1 block 0%.
`COc1ccc(C(=O)Nn2c(SCC(=O)NCC3CCCO3)nc3ccccc3c2=O)cc1` (stereo unspecified) gave L3MBTL1 inh -4%, NPSR antagonist 5%[46.1 µM], HttQ103 aggreg -9%, IMPase Li cell 11%[38.3 µM], Epigenetic reg 0.8%, Luc counter inconclusive and CBFb RUNX1 block 12%.
